Screens (PubChem BioAssay)
FUS yeast rescue = qHTS for Suppressors of FUS Proteinopathy: Primary screen using FUS-linked yeast assay; Potency, µM (doses to about 76.6 µM), inactives show at the highest dose growth rescue (activation), usual class: activators; S. cerevisiae FUS-expressing, growth rescue, OD600, 24 h; 0.24% of 390,000 active;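 further: plate controls were DMSO vehicle for no effect and reference control for full effect; nearly all actives have a fitted effect of over 55% in size; some results filed as inactive show a strong effect at the top dose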
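Cultures pregrown in 2.5% raffinose medium are shifted to minimal medium containing 2% galactose to express toxic FUS. Compounds are tested at several concentrations. After 24hr at 30C, growth is quantified at 600 nm absorbance.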
EPAC1 ag = qHTS for Agonist of cAMP-regulated guanine nucleotide exchange factor 3 (EPAC1): primary screen. Rap guanine nucleotide exchange factor 3 (Homo sapiens), O95398. EPAC1 agonist qHTS, biochemical assay; response scale: 100% = response to 6.5 mM cAMP. Potency, µM (doses to about 154 µM), without a hit: at the top dose activation, most hits filed as activators. 0.073% of 360,000 active; further: nearly all actives have a fitted effect of over 60% in size
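Read-out is the fluorescence drop as BODIPY-GDP leaves Rap1B (480 nm excitation, 540 nm emission), recorded every 5 minutes over 30 minutes. Reactions held 100 nM EPAC1, 250 nM Rap1B–BODIPY-GDP and 50 uM GDP, with 6.5 mM cAMP setting full activation.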
TDP43 rescue = qHTS of TDP-43 Inhibitors; TDP-43 expressing yeast growth rescue, BacTiter-Glo, 24 h; 1.8% of 410,000 active; Potency, µM (doses to about 46.1 µM), for inactives: at the top dose growth rescue (activation), usual class: activators; further: % of control where 0% means no effect; nearly all actives have a fitted effect of over 50% in size
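Cell-based yeast growth screen: TDP-43 expression induced in galactose, inoculum OD600=0.02 after raffinose pregrowth to mid-log. Read-out BacTiter-Glo luminescence at 24 hr, 30 deg C; inhibition of toxicity seen as signal increase.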
PTHR1 agonist = qHTS for PTHR1 Agonists: Primary Screen. Parathyroid hormone/parathyroid hormone-related peptide receptor (Homo sapiens), Q03431. HEK293 GP2 PTHR1 cells, GloSensor cAMP luminescence, 1 h. Potency, µM (highest dose often 115 µM), without a hit: at the top dose activation, usual class: activators. 0.075% of 410,000 active. AID 743266, 2014; further: nearly all actives have a fitted effect of over 55% in size; some results filed as inactive show a strong effect at the top dose; inactives centre near -15; many of its hits are not listed in these tables
Target sequence (Q03431 whole entry, looked up): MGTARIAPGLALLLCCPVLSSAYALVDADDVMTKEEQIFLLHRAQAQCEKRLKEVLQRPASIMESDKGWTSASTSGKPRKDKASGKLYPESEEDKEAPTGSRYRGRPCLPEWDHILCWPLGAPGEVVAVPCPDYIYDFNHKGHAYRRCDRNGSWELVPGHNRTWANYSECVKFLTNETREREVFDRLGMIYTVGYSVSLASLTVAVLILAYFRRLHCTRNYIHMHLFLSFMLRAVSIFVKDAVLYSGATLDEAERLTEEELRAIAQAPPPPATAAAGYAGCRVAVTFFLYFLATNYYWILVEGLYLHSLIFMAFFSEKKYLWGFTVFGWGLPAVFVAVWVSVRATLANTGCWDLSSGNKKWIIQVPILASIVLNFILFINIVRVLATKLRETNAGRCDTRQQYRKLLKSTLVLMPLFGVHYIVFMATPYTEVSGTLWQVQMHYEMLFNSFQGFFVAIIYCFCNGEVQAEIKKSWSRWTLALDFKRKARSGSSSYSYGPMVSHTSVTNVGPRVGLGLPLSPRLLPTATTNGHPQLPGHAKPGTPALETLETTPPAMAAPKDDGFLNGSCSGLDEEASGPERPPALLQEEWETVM
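HEK-293-derived GP2 cells expressing PTHR1 and a GloSensor cAMP reporter, 3,000/well, plated overnight, given luciferin plus IBMX (each 0.5 mM as added) for 1 h at 37 °C, then compound for 1 h at 37 °C. Luminescence was read after 15 min at room temperature.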
EPAC1 antagonist = qHTS for Antagonist of cAMP-regulated guanine nucleotide exchange factor 3 (EPAC1): primary screen. EPAC1 GEF assay, Rap1b-BODIPY-GDP exchange fluorescence. Potency, µM (series often up to 115 µM), without a hit: top-dose activity change, negative = inhibition, usual class: inhibitors. 0.14% of 360,000 active;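 further: plate controls were vehicle for no effect and positive control for full effect; nearly all actives have a fitted effect of over 50% in size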
EPAC2 agonist = qHTS for Agonist of cAMP-regulated guanine nucleotide exchange factor 4 (EPAC2): primary screen | 0.079% of 360,000 active | EPAC2 activation, biochemical qHTS; response scale: 100% = 6.5 mM cAMP response | Potency, µM (highest dose often 154 µM), for the others: at the top dose activation, hits mostly activators | AID 720711, 2013; further: nearly all actives have a fitted effect of over 50% in size
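EPAC2 (100 nM) mixed with Rap1B loaded with BODIPY-GDP (250 nM) plus 50 uM unlabeled GDP; compounds pinned in, 5 min RT, then read every 5 min for 30 min (ex 480, em 540 nm). Normalized to cAMP control.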
EPAC2 antagonist = qHTS for Antagonist of cAMP-regulated guanine nucleotide exchange factor 2 (EPAC2): primary screen; Rap guanine nucleotide exchange factor 4 (Homo sapiens), Q8WZA2; EPAC2 GEF exchange of Rap1B-BODIPY-GDP, fluorescence; Potency, µM (top dose mostly 114 µM), inactives show at the highest dose activity, negative = inhibition, hits mostly inhibitors; 0.18% of 360,000 active; further: on the % scale 0 is the no-effect control and ±100 the full control effect; nearly all actives have a fitted effect of over 45% in size; many of its hits are not listed in these tables
aSyn rescue = qHTS of alpha-syn Inhibitors. Yeast expressing alpha-synuclein, growth rescue, BacTiter-Glo, 24 h. Potency, µM (titrated, usually from 46.1 µM), without a hit: top-dose growth rescue (activation), usual class: activators. 0.14% of 370,000 active. AID 652106, 2013; further: % of control where 0% means no effect; nearly all actives have a fitted effect of over 65% in size
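Rescue of yeast growth: cells expressing toxic alpha-synuclein, induced in galactose at OD600 0.02, incubated with compound 24 h at 30 C. ATP luminescence quantified growth; inhibitors of toxicity appear as activators.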
* marks the source's active call; other numbers are inactive results; i = inactive; ? = inconclusive; . = not tested or not shown; [ ] = another dose, or the depositor's remark. The call rests on the fitted dose curve; in most records, active means well fitted curve in the direction sought with a large enough effect; inconclusive means small, poorly fitted or top-dose-only effect, or another doubt; inactive means no such curve, though single readings can be large; an effect the other way counts as inactive or inconclusive. Potency means the concentration at half of the fitted maximal effect. Some of the compounds tested, so the mix of outcomes need not match the whole.

SMILES	FUS yeast rescue	EPAC1 ag	TDP43 rescue	PTHR1 agonist	EPAC1 antagonist	EPAC2 agonist	EPAC2 antagonist	aSyn rescue
CCOC(=O)c1c(C)nc2sc3c(=O)[nH]cnc3c2c1-c1ccc(OC)cc1	1.2%	-6.7%	23.9%	-0.8%	15.1%	1.8%	11.3%	6.9%
COc1ccc(NC(=O)C(c2ccc(C)cc2)N(C)C(=O)CC2NC(=O)NC2=O)cc1 (configuration not stated)	14.3%	1.8%	12.0%	i	5.9%	0.7%	11.4%	10.3%
Cc1nc(C)c(C(=O)Nc2ccccc2)s1	-3.4%	17.5%	8.2%	i	3.7%	12.8%	-6.3%	0.0%
O=C(COC(=O)c1ccccc1F)NCc1ccc2c(c1)OCO2	6.5%	-16.6%	17.2%	-3.4%	3.4%	1.6%	-1.8%	-0.1%
CN1CCN(C(=O)/C=C/c2ccc(Cl)c(Cl)c2)CC1	0.0%	-2.1%	1.6%	-15.2%	-9.2%	-3.6%	11.3%	0.7%
O=C(Nc1ccc(Cc2ccncc2)cc1)C1CCC(N2C(=O)C3CC=CCC3C2=O)CC1 (configuration not stated)	25.0%	4.2%	-23.1%	-10.0%[57.5 µM]	14.0%	6.5%	7.3%	0.2%
COc1cccc(OC)c1C(=O)Nc1nc2ccc(S(C)(=O)=O)cc2s1	21.8%	-0.3%	-4.7%	i	-1.6%	-0.3%	11.8%	-5.0%
COc1cc(OC)cc(C2=Cc3ccccc3C(CC(=O)c3ccco3)N2c2ccc(-c3cnc(OC)nc3)cc2)c1 (configuration not stated)	?	3.0%	0.0%	-8.5%	-3.0%	4.5%	-9.5%	4.8%
O=C(c1ccccc1)c1c(O)cc(-c2ccccc2)oc1=O	.	4.9%	-36.7%[inhibitor]	-17.2%	-27.9%	11.0%	-0.3%	-1.1%
CN(C)c1ccc(C(=O)NC2CCCc3ccccc32)cc1 (configuration not stated)	3.5%	-7.3%	-16.3%[0.397 µM]	-2.6%	-2.0%	-0.4%	5.4%	7.5%
Cc1c(NC(=O)CN2c3ccccc3CC2C)c(=O)n(-c2ccccc2)n1C (configuration not stated)	18.2%	-2.1%	-30.5%	i	7.6%	-4.6%	8.6%	-2.7%
Cc1ccc(NC(=O)CSc2ncccn2)cc1F	-33.5%	7.8%	22.2%	-1.2%	2.3%	2.4%	2.9%	2.5%
COc1ccc(OCCOC(=O)c2cc(S(=O)(=O)N3CCOCC3)c(Cl)cc2Cl)cc1	28.5%	2.3%	-22.3%	-92.7%[inhibitor]	-26.3%	14.3%	?	-6.5%
COc1cc(C2C(C(C)=O)=C(O)C(=O)N2CCc2ccc(OC)c(OC)c2)ccc1O (configuration not stated)	-7.2%	-2.9%	-4.4%	i	1.6%	11.1%	2.4%	1.4%
COc1ccc(S(=O)(=O)N2CCCCC2)cc1NC(=O)CSc1ncccn1	23.0%	8.1%	26.9%	25.7%	-5.9%	8.0%	-15.1%	-1.8%

The last 2 compounds of the section above are carried over, then new ones follow.
SMILES	FUS yeast rescue	EPAC1 ag	TDP43 rescue	PTHR1 agonist	EPAC1 antagonist	EPAC2 agonist	EPAC2 antagonist	aSyn rescue
COc1cc(C2C(C(C)=O)=C(O)C(=O)N2CCc2ccc(OC)c(OC)c2)ccc1O (configuration not stated)	-7.2%	-2.9%	-4.4%	i	1.6%	11.1%	2.4%	1.4%
COc1ccc(S(=O)(=O)N2CCCCC2)cc1NC(=O)CSc1ncccn1	23.0%	8.1%	26.9%	25.7%	-5.9%	8.0%	-15.1%	-1.8%
COc1ccc(OC)c(NS(=O)(=O)c2cccs2)c1	15.6%	1.6%	?	-1.3%[57.5 µM]	-9.3%	3.1%	-0.8%	5.2%
O=C(NCc1ccc(F)cc1)c1ccc[nH]1	5.1%	13.0%	-16.3%	-5.0%	-2.5%	0.5%	10.5%	-5.0%
CCCN1CCC(=O)N([C@H](CSc2ccc(OC)cc2)CC(C)C)CC1	3.9%	-11.3%	-11.7%	-3.4%	-3.7%	8.9%	2.9%	12.9%
CCC(C)[C@H](NC(=O)N1CC(=O)Nc2ccccc21)C(=O)N[C@@H](C(=O)O)c1ccccc1 (some centres not stated)	-11.6%	7.8%	-11.6%	-29.4%	?	2.0%	3.9%	-0.5%
CCOc1ccc(CC(=O)Nc2cccc(-c3ccc4nnc(C)n4n3)c2)cc1	23.0%	0.9%	-8.0%	-16.7%	8.3%	-5.6%	-13.9%	-6.2%
O=C(Nc1cccc(C(=O)Nc2ccccc2F)c1)c1ccccc1	-3.8%	0.4%	-6.7%[1.82 µM]	i	-12.3%	-8.4%	3.6%	1.6%
CCOC(=O)Nc1ccccc1C(=O)N1CCOCC1	5.3%	0.0%	1.8%	i	-20.0%	2.7%	1.0%	-4.1%
Cc1cc(C)cc(C(=O)NCC(=O)OCC(=O)c2c(N)n(C)c(=O)n(C)c2=O)c1	14.1%	1.7%	8.6%	13.0%	-4.7%	-5.8%	-2.8%	-1.1%
COc1ccc(C2CC(C(F)(F)F)n3nc(C(=O)Nc4ccc5c(c4)OCO5)cc3N2)cc1 (configuration not stated)	-3.3%	-13.1%	12.3%	i	-6.1%	-15.0%	-13.8%	0.8%
COc1ccc(-c2noc(C(=O)NCc3ccccc3Cl)n2)cc1OC	-20.0%	-5.7%	?	-24.9%	16.7%	6.0%	-1.1%	4.8%
CCOc1cc(CO)cc(Br)c1OCC(N)=O	-30.9%	3.1%	0.4%	i	?	11.2%	-1.4%[57.1 µM]	2.9%
COc1cc(C2=Nc3c(c(C)nn3-c3ccccc3)P(=O)(N3CCOCC3)O2)cc(OC)c1OC (configuration not stated)	.	5.9%	11.3%	i	1.2%	-6.7%	2.9%	3.8%
Cc1ccc(C)c(N2CCN(C(=S)Nc3ccc4nc(N5CCN(C)CC5)cc(C)c4c3)CC2)c1	22.9%	-5.7%	21.3%	i	9.5%	-6.7%	17.6%	-8.3%
COC(=O)c1c(NC(=O)C2Cc3ccccc3C(=O)O2)sc2c1CCCC2 (configuration not stated)	-0.4%	12.8%	23.7%	-4.5%	6.1%	10.8%	-6.3%	-3.2%
CC(C)CCn1c(SCCN2CCOCC2)nc2c1c(=O)[nH]c(=O)n2C	-4.9%	1.1%	-24.9%	i	5.3%	3.4%	5.3%	-0.4%
O=C(Oc1ccccc1F)C1CCN(C(=O)c2ccc(F)cc2)CC1	6.9%	1.1%	14.5%	i	5.6%	-1.4%	6.2%	1.2%
Cc1cccc(C)c1NC(=S)N(Cc1ccccc1)Cc1cccs1	19.4%	0.5%	35.5µM*	-15.6%	-3.1%	4.9%	-2.0%	23.3%
O=C(CCl)Nc1cccc(S(=O)(=O)NC2=NCCCCC2)c1	-3.4%	1.9%	15.8%	i	-4.6%	9.6%	2.6%	-16.1%
CCOC(=O)Cn1nc(C)c(-c2ccccc2)c1N	7.3%	0.0%	-1.9%	-1.8%	-12.4%	7.0%	11.1%	0.3%
CC1(C(=O)NCc2ccccc2)Cc2c(-c3ccc(C(N)=O)cc3)ccnc2O1 (configuration not stated)	-4.0%	-9.9%	2.4%	-6.9%	-4.1%	13.4%	7.6%	-11.2%
CC(C)(NC(=O)N1CCCC1)c1cccc(C(C)(C)NC(=O)N2CCCC2)c1	-18.0%	5.2%	-9.9%	-28.0%[57.5 µM]	-8.0%	22.8%	-0.2%	-4.1%
O=C(N/N=C/C=C/c1ccco1)c1ccccc1Cl	39.8µM*	2.6%	-6.6%[1.82 µM]	11.1%	-21.5%	3.1%	0.8%	9.3%
O=C(NC1CCCCC1)NC12CC3CC(CC(C3)C1)C2	-10.3%	-3.7%	13.4%	-28.4%	-0.2%	-4.0%	5.9%	6.2%
Cc1ccc(S(=O)(=O)c2c(C)nn(C(C)(C)C)c2OC(=O)c2cccs2)cc1	5.2%	8.7%	8.4%	i	-16.2%	8.9%	-5.2%	2.6%
O=C(CSc1nnc(-c2ccc(Cl)cc2)n1Cc1ccco1)c1cccs1	38.4%	3.8%	-8.2%	?	1.1%	10.6%	10.9%	?
CCOC(=O)NC(=O)CSc1nnnn1-c1ccccc1	-13.9%	0.2%	-14.9%	i	14.3%	6.9%	3.8%	9.5%
O=C(O)COc1ccccc1/C=N/NC(=O)C(O)c1ccccc1 (configuration not stated)	3.5%	0.2%	-0.2%	-15.5%	-7.2%	-3.2%	12.2%	-3.5%
O=C(O)COc1ccc(/C=N/NC(=O)COc2nsnc2N2CCOCC2)cc1	6.4%	6.8%	9.4%	-24.5%	-2.3%	8.4%	6.4%	-0.4%
CC(C)(CNC(=O)c1cccc(S(=O)(=O)NCc2ccccc2)c1)N1CCOCC1	9.5%	-4.0%	2.7%	i	-12.6%	-1.2%	16.4%	-4.0%
Cc1ccc(Sc2ccc(N)cc2C#N)cc1	.	-2.8%	22.4µM*	-21.2%	-29.6%	11.4%	-19.6%	13.1%
C(#CCN1CCC(Cc2ccccc2)CC1)COCCOCc1ccccc1	.	-3.1%	-1.8%	-24.7%	-5.8%	5.6%	-6.5%	1.7%
CCN(CC)C(=S)SCC(=O)Nc1ncc2c(n1)CC(C)(C)CC2=O	-11.7%	-3.6%	-2.1%	i	16.6%	-2.0%	3.3%	1.6%
CC(=O)c1ccc(Nc2ncnc3ccc(Br)cc23)cc1	-22.6%	8.4%	0.0%	i	-0.3%	2.4%	5.0%	1.7%
CCc1ccc(N2CC(C(=O)Nc3ccc(S(=O)(=O)N4CCCCC4)cc3)CC2=O)cc1 (configuration not stated)	.	-4.1%	-1.8%	-23.1%	-21.5%	14.8%	-2.1%	-1.3%
CN(C)c1ccc(CNC(=O)C2(C)Cc3c(-c4cccc(C(N)=O)c4)ccnc3O2)cc1 (configuration not stated)	-13.5%	-7.7%	13.0%	i	3.7%	5.7%	1.3%	-6.1%
COCCNC(=O)c1ccc2c3n(nc2c1)-c1ccccc1CO3	-20.1%	4.2%	18.4%	-6.4%	-8.9%	-1.4%	9.6%	0.0%
COc1ccc(C(=O)c2ccc(-c3ccc(OC)cc3)nc2)cc1	-24.9%	2.0%	-9.3%	1.2%	-13.9%	4.6%	16.5%	-13.5%
CC(=O)N1CCC2(CC1)C(C#N)=C(N)OC1=C2C(=O)CC(C)(C)C1	-11.8%	-0.6%	1.0%	i	-5.6%	5.3%	6.9%	-3.5%
